# High-throughput results from PubChem BioAssay.
# DNMT1 inh: DNMT1 (human) enzyme inhibition. P26358. DNMT1 molecular beacon, Hinp1I cleavage, fluorescence. inhibition (reported as % activation of signal), % at 10 µM. actives 0.83% (n = 360,000). AID 588458; in the data active = inhibition above about 50%
# Target sequence (P26358 504-1616 limits assumed): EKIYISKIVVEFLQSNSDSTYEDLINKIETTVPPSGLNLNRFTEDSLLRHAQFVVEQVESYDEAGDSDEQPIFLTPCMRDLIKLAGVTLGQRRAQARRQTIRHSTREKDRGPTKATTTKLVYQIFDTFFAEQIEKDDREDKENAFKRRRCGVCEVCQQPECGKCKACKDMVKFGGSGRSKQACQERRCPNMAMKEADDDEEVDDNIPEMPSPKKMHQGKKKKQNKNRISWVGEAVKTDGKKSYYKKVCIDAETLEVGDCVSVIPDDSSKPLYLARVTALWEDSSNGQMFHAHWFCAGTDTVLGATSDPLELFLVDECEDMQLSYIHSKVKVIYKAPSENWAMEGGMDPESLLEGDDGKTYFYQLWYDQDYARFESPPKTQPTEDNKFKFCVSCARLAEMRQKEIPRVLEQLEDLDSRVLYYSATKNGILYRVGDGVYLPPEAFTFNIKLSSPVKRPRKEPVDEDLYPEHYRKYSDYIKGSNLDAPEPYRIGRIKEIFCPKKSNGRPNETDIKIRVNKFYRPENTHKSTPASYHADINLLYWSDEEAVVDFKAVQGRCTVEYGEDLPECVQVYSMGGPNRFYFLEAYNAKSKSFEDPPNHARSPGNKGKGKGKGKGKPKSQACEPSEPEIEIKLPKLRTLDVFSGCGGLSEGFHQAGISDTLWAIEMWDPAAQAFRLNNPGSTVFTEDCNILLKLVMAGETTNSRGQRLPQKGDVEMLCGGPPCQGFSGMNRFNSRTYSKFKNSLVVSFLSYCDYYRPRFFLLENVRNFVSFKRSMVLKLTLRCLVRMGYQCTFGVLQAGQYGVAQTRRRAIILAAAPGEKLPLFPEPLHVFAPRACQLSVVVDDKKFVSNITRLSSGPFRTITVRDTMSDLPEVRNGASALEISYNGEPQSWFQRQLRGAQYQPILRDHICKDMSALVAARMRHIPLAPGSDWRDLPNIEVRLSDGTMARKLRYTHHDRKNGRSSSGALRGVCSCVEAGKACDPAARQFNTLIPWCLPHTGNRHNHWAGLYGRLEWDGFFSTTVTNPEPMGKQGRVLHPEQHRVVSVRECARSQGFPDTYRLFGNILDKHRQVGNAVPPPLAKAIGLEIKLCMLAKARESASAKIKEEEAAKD
# SUMO1-SIM PPI: alters human SUMO1 binding to SIM partners | P63165 | actives 0.33% (n = 360,000) | inhibition, % at 20 µM | SUMO1 binding to a labelled peptide, TR-FRET, 1 h | AID 602429; in the data active = inhibition above about 37%
# SKN-1 block: inhibitors of C. elegans SKN-1 | C. elegans VP596 Pgst-4::GFP/RFP ratio, acrylamide-induced, 24 h | inhibition, % at 21.8 µM | actives 0.49% (n = 360,000);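 active = interference check ratio from 0.5 to 1.5 plus GFP to RFP signal ratio inhibition reaching or exceeding a fixed threshold, cut at about 30% in these data, passing the limit was not always enough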; also: some compounds called inactive have numbers as strong as hits
# Scp-1 inhibitor: Scp-1 (human) phosphatase inhibition | inhibition, % at 20 µM | actives 0.88% (n = 340,000) | Q9GZU7 | Recombinant Scp1, phosphopeptide, malachite green phosphate absorbance;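 active = inhibition above about 50% at 20 µM, limit read from the data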;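 also: plate controls were DMSO wells with enzyme for no effect and wells lacking enzyme for full effect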
#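 Incubation: 45 min enzyme reaction at room temperature / System: truncated SCP-1 phosphatase (76-261aa) / Reagent: Phospho 17-mer peptide substrate / Buffer or medium: Acidic Tris acetate buffer with magnesium and detergent / Signal: absorbance at 630 nm / Doses: one concentration, 20 µM, with 1.0% DMSO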
# NadD inh: inhibitors of Staphylococcus aureus NadD; actives 0.78% (n = 360,000); inhibition, % at 20 µM; purified NadD enzyme, colorimetric absorbance read-out; in the data active = inhibition above about 26%; also: some compounds past the cut are filed as inactive
# CendR NRP1 mod: modulators of CendR peptide binding to human neuropilin-1. actives 0.85% (n = 360,000). inhibition, % at 25 µM. FAM-RPARPAR peptide binding to NRP-1, fluorescence polarization. O14786;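 active = inhibition or corrected inhibition above about 18%, plus a signal ratio from 0.5 to 1.5, limit read from the data, passing the limit was not always enough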; also: strong numbers were not always called active
# LMPTP inh: LMPTP (human) inhibition. P24666. recombinant LMPTP-A, OMFP fluorogenic substrate, fluorescence intensity. inhibition, % at 20 µM. actives 0.22% (n = 360,000). AID 651560;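 active = compounds that cut the enzyme signal by at least half of the control window in the single-dose screen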;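 also: plate controls were DMSO wells with enzyme plus substrate for no effect and substrate without enzyme for full effect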
#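 test system = LMPTP-A | amount = 0.625 nM LMPTP-A final | reagent = fluorogenic phosphatase substrate OMFP at 400 µM final | incubation = 50 min at room temperature | benchmarks = no-enzyme low control, uninhibited high control | medium = Bis-Tris pH 6.0, DTT, detergent | signal = fluorescence intensity of OMFP turnover product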
# Neddyl block: inhibitors of human cullin neddylation | AID 651699 | TR-FRET cullin neddylation, biochemical | calls only at 25 µM | P61081+Q13564 | actives 0.58% (n = 360,000); in the data active = inhibition above about 36%
# STEP block: blocks human striatal-enriched tyrosine phosphatase; inhibition, % at 20 µM; actives 0.25% (n = 360,000); recombinant STEP, OMFP fluorogenic substrate, fluorescence; P54829;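 active = inhibition at 20 µM, scaled per plate between control wells, above about 37%, limit read from the data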;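 also: 0% = DMSO with enzyme and substrate and 100% = substrate only without enzyme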
#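 material = STEP tyrosine phosphatase | reagent = fluorogenic phosphatase substrate OMFP at 25 µM final | doses = single compound dose of 20 µM, 1% DMSO final | schedule = 20 min reaction, room temperature, in the dark | measured by = fluorescence, 480/540 nm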
# Tb MetRS inh: blocks T. brucei methionyl-tRNA synthetase activity; purified T. brucei MetRS, ATP depletion, Kinase-Glo luminescence; inhibition, % at 11.9 µM; actives 0.4% (n = 360,000);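 active = inhibition above a per-plate cutoff of the control wells' mean inhibition plus 3 SD, cut at about 5.5% in these data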;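 also: 0% = DMSO wells median and 100% = median of wells with control inhibitor compound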
#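 Material: T. brucei methionyl-tRNA synthetase, purified; reagent: substrates ATP, L-methionine and bulk Escherichia coli tRNA; dosing: 11.9 µM single point; timing: 15 min plus 2 h at 25 °C; detection: luminescence of leftover ATP; evaluation: % inhibition; control set: DMSO-only wells as low control; replicates: singlicate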
# Active calls of the source: *; i = inactive; x = not tested or not shown.
no.	mol	DNMT1 inh	SUMO1-SIM PPI	SKN-1 block	Scp-1 inhibitor	NadD inh	CendR NRP1 mod	LMPTP inh	Neddyl block	STEP block	Tb MetRS inh
1	CC(C)N(C(=O)COC(=O)c1ccc(Cl)s1)c1ccccc1	0	1	-12	-7	-10	2	-0.8	i	4	-0.5
2	c1ccc2c(NCC3CCCO3)nc(N3CCCCC3)nc2c1 (centres undefined)	2	-1	-1	-4	-11	-10	4.8	i	-4	-1.0
3	Cc1ncc([N+](=O)[O-])n1CCOC(=O)Nc1ccc([N+](=O)[O-])cc1	-1	-18	2	-7	-1	-2	-1.4	i	-9	0.1
4	Cc1cccc(N2C(=O)c3cccc4cccc(c34)C2=O)c1	3	-31	10	-1	0	5	0.6	i	2	0.1
5	C=C(C)C1CC=C(C)/C(=N/NC(=O)c2cccc([N+](=O)[O-])c2)C1 (centres undefined)	-5	-17	-2	-7	4	-4	-1.4	i	0	0.0
6	Cc1[nH]c2ccc(C(=O)N3CCN(c4ccccc4Cl)CC3)cc2c1C	-5	1	5	-5	5	10	2.3	i	2	-0.3
7	CCCc1ccc(OCC(=O)Nc2cc(S(=O)(=O)CC)ccc2O)cc1	1	1	2	-2	-7	-1	-0.2	i	1	-0.4
8	Cc1ccc(C(C)(C)C)cc1S(=O)(=O)Nc1ncnc2sccc12	8	10	-3	-3	-1	-4	0.3	i	0	0.0
9	COc1cccc(NC(=O)C2C(c3ccccc3)C2(Cl)Cl)c1 (centres undefined)	10	6	-10	2	-8	-2	-0.3	i	0	-2.5
10	COc1ccc(CN(C)CCCn2cnc3c(OC)ncnc32)cc1OC	1	6	-11	x	-2	4	-2.1	i	-2	-0.3
11	COc1ccc(CN(C)C(=O)CNC(=O)Cc2cccc3ccccc23)c(OC)c1OC	0	2	9	-8	2	-13	0.7	i	1	0.1
12	O=C1NC2=C(C(=O)CCC2)C(c2ccccc2Cl)N1 (centres undefined)	2	-7	14	-9	-8	15	-0.9	i	0	-0.6
13	COc1ccc(Cn2nnnc2CN2CCOCC2)cc1	2	6	-6	-5	-5	-5	-0.3	i	3	-0.8
14	CCc1nnc(N/N=C/c2c(C)[nH]c3ccccc23)n1N	-3	-7	-1	-4	2	-6	1.3	i	-3	1.4
15	N#C/C(=C(/O)COC(=O)CCCNC(=O)c1ccc(Cl)cc1)c1nc2ccccc2[nH]1	-14	8	-13	0	9	-41	4.8	i	0	0.2
16	O=C(CNCC1CCCO1)Nc1ccccc1N1CCCCCC1 (centres undefined)	1	1	13	7	-7	0	-0.8	i	-2	-0.6
17	CC12CCC(=O)N1C(C(=O)NNC(=O)COc1ccccc1F)CS2 (centres undefined)	6	1	6	-5	-3	17	-1.3	i	-1	-0.1
18	Cc1ccc(-n2c(C)cc(C(=O)COC(=O)C3=NNC(=O)CC3)c2C)cc1	0	-2	-12	-3	2	10	-0.3	i	1	-0.6
19	CCOC(=O)c1cc(-c2ccc(OC(F)F)cc2)nc2c1c(=O)[nH]c(=O)n2C	-23	-1	12	-10	-9	-11	-1.7	x	1	-0.2
20	CCOP(=O)(OCC)C(NC(=O)c1ccc(OC)c(OC)c1)c1ccccc1 (centres undefined)	2	1	-3	-6	3	4	-0.8	i	2	0.2
21	Cc1ccc2c(COC(=O)c3ccccc3Cl)cc(=O)oc2c1	3	3	1	3	4	10	-0.2	i	-4	-2.1
22	COc1ccc(C(=O)C2CCCN(C(=O)c3cccc(Cl)c3F)C2)cc1OC (centres undefined)	1	-3	-4	-3	3	7	-0.6	i	0	-0.2
23	COC(=O)Cn1c(=O)c(C(=O)CCl)c(N)n(Cc2ccccc2)c1=O	0	4	-3	-9	-3	12	-2.0	i	-3	-0.5
24	COc1ccc(OC)c(N/C=C2/CCCCC2=O)c1	-19	0	4	-6	0	-24	0.5	i	4	-0.3
25	COCCNC(=O)c1cc(S(=O)(=O)N2CCC3(CC2)OCCO3)ccc1F	-1	2	5	x	-2	-4	-1.3	i	-1	0.2
26	Cc1nnc(SCCn2c(N(C)Cc3ccccc3)nc3c2c(=O)n(C)c(=O)n3C)s1	0	2	3	0	5	1	-0.5	i	0	-1.5
27	Cc1ccc(C(=O)Nc2ccncc2)cc1[N+](=O)[O-]	13	-16	4	-2	2	3	-0.1	i	-1	-0.5
28	CCCN(CC(=O)Nc1ccccc1C)C(=O)C1CCN(C(=O)Nc2ccccc2)CC1	-2	-2	11	-3	-7	-3	-0.5	i	0	-0.1
29	O=C(Nc1cccc(NC(=O)c2ccc(Cl)cc2)n1)c1ccc(Cl)cc1	3	-2	-17	5	2	-8	-2.1	i	-1	-0.3
30	Cc1ccc(OCC(=O)Nc2cccc(S(=O)(=O)N3CCCCCC3)c2)cc1C	-5	3	4	-9	-9	-3	3.8	i	3	-0.4

# Sorted by value in DNMT1 inh (highest first): 3 of the compounds above
no.	mol	DNMT1 inh	SUMO1-SIM PPI	SKN-1 block	Scp-1 inhibitor	NadD inh	CendR NRP1 mod	LMPTP inh	Neddyl block	STEP block	Tb MetRS inh
16	O=C(CNCC1CCCO1)Nc1ccccc1N1CCCCCC1 (centres undefined)	1	1	13	7	-7	0	-0.8	i	-2	-0.6
25	COCCNC(=O)c1cc(S(=O)(=O)N2CCC3(CC2)OCCO3)ccc1F	-1	2	5	x	-2	-4	-1.3	i	-1	0.2
28	CCCN(CC(=O)Nc1ccccc1C)C(=O)C1CCN(C(=O)Nc2ccccc2)CC1	-2	-2	11	-3	-7	-3	-0.5	i	0	-0.1

# Additional results
no.	mol	DNMT1 inh	SUMO1-SIM PPI	SKN-1 block	Scp-1 inhibitor	NadD inh	CendR NRP1 mod	LMPTP inh	Neddyl block	STEP block	Tb MetRS inh
31	CCOc1ccccc1NC(=O)CCN(c1ccc(C)cc1)S(=O)(=O)c1ccccc1	-5	-1	11	6	-7	-5	1.6	i	3	0.5
32	CCCCc1nc2cc(C(=O)N(C)C(C)c3ccccn3)ccc2o1 (centres undefined)	0	0	-14	5	-7	10	-0.8	i	0	-0.5
33	COc1ccc(C2CC(O)(c3ccccc3)Oc3cc(OC)ccc32)cc1 (centres undefined)	-33	0	6	-12	-11	26*	3.5	i	0	-0.4
34	Cc1cccc(C(=O)NC2CCN(CC(=O)Nc3ccccc3Cl)CC2)c1	1	3	3	-6	-1	-1	-0.7	i	0	-0.5
35	O=C(COc1ccccc1Cl)N(Cc1ccco1)C1CCS(=O)(=O)C1 (centres undefined)	2	0	1	8	-1	5	-0.7	i	-2	-1.5
36	Cc1ccc(NC(=O)CSc2nnc(NC(=O)C(C)C)s2)c(C)c1	1	-2	4	-10	-5	10	-0.1	i	-1	0.3
37	COc1nc(-c2cccc([N+](=O)[O-])c2)nc2ccccc12	2	-2	21	-5	-3	8	-0.1	i	-2	0.0
38	O=C(Nc1ccccc1)C1=C(O)CC(c2ccco2)CC1=Nc1ccccc1 (centres undefined)	-5	0	10	-11	-2	-4	3.8	i	2	0.6
39	Cc1ccc(S(=O)(=O)N2CCN(C(=O)N(C)C)CC2)cc1C	0	0	9	11	0	12	-0.2	i	-7	1.1
40	O=C(NNC(=O)c1ccccc1F)c1ccc2[nH]c(=O)c(=O)[nH]c2c1	2	9	-4	7	-3	11	-1.3	i	0	0.4
41	O=C1c2ccccc2C(=O)N1OCCCN1C(=O)c2ccccc2S1(=O)=O	0	-14	15	5	-1	1	-1.7	i	0	0.2
42	C[C@]12C=CC(=O)C=C1CC[C@H]1[C@@H]3C[C@@H](O)[C@](O)(C(=O)CO)[C@@]3(C)C[C@H](O)[C@@]12F	-5	2	3	-4	-5	-10	0.2	i	0	-0.8
43	CN(c1ncnc(N)c1[N+](=O)[O-])C1CCCCC1	-2	-16	-3	-7	-6	2	6.1	i	9	-0.8
44	Cc1oc2c(CN3CCCCC3)c(O)ccc2c(=O)c1-c1ccc(Cl)cc1	-1	4	12	-6	-5	-22	-0.8	x	3	-0.2
45	CSc1ncccc1C(=O)OCC(=O)NC(C)(C)C	2	3	9	-1	-2	-2	-0.5	i	0	-0.2
46	Cc1nnc(SCC(=O)N2CCC(Cc3ccccc3)CC2)n(N)c1=O	11	0	14	-2	3	3	0.9	i	1	-0.2
47	CCc1nc(Cl)c(C#N)c2c1CSC(C)(C)C2	3	0	-11	-7	-3	-3	0.3	i	2	-0.8
48	CCc1ccc2[nH]c3nc(SCC(=O)NCC4CCCO4)nnc3c2c1 (centres undefined)	-1	-6	-6	-1	-3	-4	0.5	i	-1	-0.3
49	CCN(CC)C(=O)CSc1nc2sc(C)c(C)c2c(=O)[nH]1	5	4	3	1	-1	-8	1.4	i	6	-0.4
50	COC(=O)CCC(=O)N1CCCC(CO)(Cc2ccccc2F)C1 (centres undefined)	7	1	-5	12	-3	-4	-1.0	i	1	-1.5
51	CCOC(=O)CC1COCCN1C(=O)c1cc(COc2ccc(F)cc2Cl)on1 (centres undefined)	4	-5	18	-10	-11	14	0.3	i	0	-0.2
52	Cc1cccc(Cl)c1OCCCCn1ccnc1	2	-1	2	2	-1	6	-1.6	i	-5	-1.2
53	S=C(NCCCNC(=S)Nc1ccccc1)Nc1ccccc1	-1	1	6	-5	3	48*	-2.3	i	1	0.3
54	COc1ccc(CC(C)N2CCN(c3cccc(C(F)(F)F)c3)CC2)cc1OC (centres undefined)	4	-2	3	0	2	-11	-0.3	i	-4	-2.3
55	O=c1c(-c2ccccc2)coc2cc(O)ccc12	2	4	-13	-9	-1	2	0.6	x	0	-3.0
56	COc1ccc(N(C(=O)CNC(=O)c2ccco2)C(C(=O)NC2CCCC2)c2cccnc2)cc1 (centres undefined)	-1	2	-7	-8	-5	6	-0.9	i	0	-0.4
57	CCC1CCCCN1CCCNC(=O)c1ccc2c(c1)N(Cc1ccc(F)cc1)C(=O)c1ccccc1S2=O (centres undefined)	-5	4	-2	6	-2	10	2.6	i	-3	-0.9
58	O=c1c2cc(Cl)cc(Cl)c2nc2n1CCC2	8	1	13	-11	-4	8	-1.1	i	-1	-0.8
59	Cc1cc(C)cc(OCC(=O)Nc2ccc3c4c(cccc24)CC3)c1	13	0	-5	-4	2	-6	-2.5	i	2	1.3
60	O=C(NCCn1c(-c2ccncc2)nc2ccccc21)[C@H]1CCCN1c1nc(CN2CCCCC2)cs1	1	-5	3	0	-9	-5	0.4	i	2	-0.6
61	COc1ccc(Cn2c(O)c(C=Nc3ccc(O)cc3)c3ccccc3c2=O)cc1	-27	2	13	-10	18	-46	6.2	i	1	0.1
62	Cc1csc(SCC(=O)Nc2ccccc2[N+](=O)[O-])n1	3	-21	5	-5	-5	-4	0.1	i	0	-0.4
63	CC(C)(C)NC(=O)C1c2ccccc2OCC(=O)N1Cc1cccnc1 (centres undefined)	x	5	9	x	5	5	-1.9	i	x	-0.8

# An unsorted share of the library. Share with any hit: about 4.6%.
